Screening results deposited in PubChem BioAssay by several laboratories.
Exocytosis inh – blocks lytic granule exocytosis. 0.66% of 360,000 active. inhibition, % at 10 µM. AID 651702. TALL-104 LAMP-1 surface exposure, flow cytometry; cells stimulated with thapsigargin and PMA;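 active = inhibition above about 55%, limit read from the data; inconclusive = no clear call, values can overlap the other calls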
ABHD5-PLIN5 inh – ABHD5-PLIN5 protein interaction inhibition. Q00G26+Q8WTS1. Split G. princeps luciferase complementation, luminescence, 4 h. inhibition, % at 4 µM. 0.78% of 360,000 active. AID 602281;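 active = inhibition above the mean inhibition across every tested compound plus 3 SD, cut at about 22% in these data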;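 also: 0% = DMSO only wells and the 100% control is not disclosed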
TWEAK Fn14 block – TWEAK-Fn14 signaling inhibition; TWEAK-stimulated Fn14 reporter cells, luciferase luminescence, 8 h; inhibition, % at 10 µM; 2% of 360,000 active; AID 1159606; in the data active = inhibition above about 50%
SRC3 inh – inhibits human SRC3 coactivator. Q9Y6Q9. HEK293 GAL4-SRC3 luciferase reporter, luminescence. inhibition, % at 3.6 µM. 0.17% of 360,000 active. AID 588352;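 active = inhibition above a per-campaign cutoff, the mean of all compounds plus 3 SD, cut at about 60% in these data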;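 also: 0% = DMSO-treated cells and 100% = gossypol-treated cells at 36 µM; higher means less SRC3-driven luciferase light from the GAL4 reporter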
TLR9-MyD88 block – blocks human TLR9 binding to MyD88. Q9NR96+Q99836. 0.21% of 340,000 active. CHO BLA complementation TLR9-MyD88, CCF4 FRET ratio. AID 504734. inhibition, % at 4.98 µM;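 active = inhibition above the mean over all tested compounds plus 3 SD, cut at about 21% in these data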;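 also: 0% = DMSO only wells and 100% = clavulanate BLA inhibitor control wells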
NOD2 RIPK2 PPI – NOD2-RIPK2 protein interaction inhibition; CHO BLA complementation NOD2-RIPK2, CCF4 ratio; AID 624267; 0.38% of 360,000 active; inhibition, % at 4.98 µM; in the data active = inhibition above about 21%;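 also: 0% = vehicle only and 100% = reference blocker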
COUP-TFII inh – inhibitors of human COUP-TFII (NR2F2); inhibition, % at 8.6 µM; P24468; HEK293T NGFI-A luciferase reporter, luminescence; 0.7% of 370,000 active;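 active = inhibition above a per-plate cutoff, mean inhibition of test wells between control levels plus 3 SD, cut at about 38% in these data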;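 also: cells cotransfected with COUP-TFII expression vector driving the NGFI-A reporter; 0% = median of COUP-TF2 test wells and 100% = reporter-only cells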
Target sequence (P24468 whole entry, looked up): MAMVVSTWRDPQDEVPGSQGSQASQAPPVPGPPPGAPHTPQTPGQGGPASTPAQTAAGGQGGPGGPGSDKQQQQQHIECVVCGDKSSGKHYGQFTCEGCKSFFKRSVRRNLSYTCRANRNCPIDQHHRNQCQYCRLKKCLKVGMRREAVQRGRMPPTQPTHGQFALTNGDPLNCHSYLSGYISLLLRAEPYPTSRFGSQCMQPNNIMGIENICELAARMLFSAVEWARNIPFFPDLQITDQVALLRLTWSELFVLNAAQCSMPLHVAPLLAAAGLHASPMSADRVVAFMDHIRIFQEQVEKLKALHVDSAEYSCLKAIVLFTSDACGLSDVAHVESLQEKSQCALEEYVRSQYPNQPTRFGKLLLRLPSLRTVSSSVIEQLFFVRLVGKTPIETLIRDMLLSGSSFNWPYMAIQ
SRC2 inh – inhibits human steroid receptor coactivator 2; Q15596; HEK293 GAL4-SRC2 luciferase reporter, luminescence; inhibition, % at 9 µM; 0.17% of 370,000 active;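 active = inhibition above the mean inhibition of all tested compounds plus 3 SD, set per campaign, cut at about 52% in these data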;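 also: 0% = DMSO treated cells and 100% = cells given Gossypol at 36 µM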
NR5A2 inv ag – NR5A2 inverse agonism in reporter assay; O00482; HEK293T StAR-luciferase reporter, LRH-1 transfected, 24 h; inhibition, % at 3.6 µM; 0.13% of 360,000 active; AID 602396;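 active = inhibition above the mean inhibition of all tested compounds plus 3 SD, cut at about 73% in these data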;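 also: 0% = DMSO wells and 100% = reporter-only cells lacking LRH-1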
Target sequence (O00482 whole entry, looked up): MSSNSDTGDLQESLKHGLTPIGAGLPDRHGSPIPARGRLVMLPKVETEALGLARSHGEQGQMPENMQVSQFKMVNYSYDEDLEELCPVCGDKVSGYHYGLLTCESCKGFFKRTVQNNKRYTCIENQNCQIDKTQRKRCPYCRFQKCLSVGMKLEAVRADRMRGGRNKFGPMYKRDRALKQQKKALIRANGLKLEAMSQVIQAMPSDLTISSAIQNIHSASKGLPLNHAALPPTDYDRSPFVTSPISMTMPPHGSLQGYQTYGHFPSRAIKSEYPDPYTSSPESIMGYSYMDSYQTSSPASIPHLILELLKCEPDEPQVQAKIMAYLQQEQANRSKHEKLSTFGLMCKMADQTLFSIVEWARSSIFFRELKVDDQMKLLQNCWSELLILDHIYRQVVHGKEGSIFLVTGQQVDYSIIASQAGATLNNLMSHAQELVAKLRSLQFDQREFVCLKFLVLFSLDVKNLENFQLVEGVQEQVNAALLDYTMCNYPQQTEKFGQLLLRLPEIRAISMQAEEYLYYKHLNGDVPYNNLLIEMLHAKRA
NCOA1 inh – inhibits human SRC1 coactivator | HEK293 GAL4-SRC1 luciferase reporter, luminescence | inhibition, % at 3.6 µM | 0.12% of 360,000 active | AID 588354;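 active = inhibition above the campaign mean plus 3 SD, with each screening campaign given its own cutoff, cut at about 60% in these data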;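 also: 0% = DMSO treated cells and 100% = gossypol at 36 µM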
TROY signal inh – blocks TROY-dependent signaling in reporter cells. Q293 LMP1-TROYcd NF-kB luciferase reporter, 4 h. inhibition, % at 10 µM. 0.98% of 360,000 active;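 active = compounds whose plate-normalised and pattern-corrected inhibition of the luciferase reporter signal at the single screening dose is 50% or more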
Starred values were filed as active, the others as inactive; u = inconclusive; x = no result given.

A first look (4 entries):
Short keys: A = Exocytosis inh; B = ABHD5-PLIN5 inh; C = TWEAK Fn14 block; D = SRC3 inh; E = TLR9-MyD88 block; F = NOD2 RIPK2 PPI; G = COUP-TFII inh; H = SRC2 inh; I = NR5A2 inv ag; J = NCOA1 inh; K = TROY signal inh
smiles: CCn1c(CC(=O)Nc2ccccc2F)nnc1SCC(=O)NC1=NCCS1
  A: 9	B: 0	C: -9	D: 3	E: 1	F: 2	G: -21	H: -14	I: -8	J: -15	K: -13

smiles: NC(=O)c1cccc(NC(=O)Nc2ccc(Cl)cc2)c1
  A: -6	B: -16	C: -24	D: -53	E: -21	F: -4	G: 5	H: -24	I: -37	J: -56	K: -27

smiles: Cc1cc(N2CCOCC2)n2nc(C)c(-c3ccccc3Cl)c2n1
  A: -12	B: 4	C: -17	D: -3	E: -2	F: -11	G: 10	H: -1	I: 19	J: 0	K: -8

smiles: O=C(C1CN(C(=O)c2cc3ccccc3o2)c2ccccc2O1)N1CCCCC1 (stereo not given)
  A: 0	B: -6	C: 3	D: 6	E: -9	F: -1	G: 12	H: 13	I: 13	J: -13	K: 0

The listing, repeating the preview:
Short keys: A = Exocytosis inh; B = ABHD5-PLIN5 inh; C = TWEAK Fn14 block; D = SRC3 inh; E = TLR9-MyD88 block; F = NOD2 RIPK2 PPI; G = COUP-TFII inh; H = SRC2 inh; I = NR5A2 inv ag; J = NCOA1 inh; K = TROY signal inh
smiles: CCn1c(CC(=O)Nc2ccccc2F)nnc1SCC(=O)NC1=NCCS1
  A: 9	B: 0	C: -9	D: 3	E: 1	F: 2	G: -21	H: -14	I: -8	J: -15	K: -13

smiles: NC(=O)c1cccc(NC(=O)Nc2ccc(Cl)cc2)c1
  A: -6	B: -16	C: -24	D: -53	E: -21	F: -4	G: 5	H: -24	I: -37	J: -56	K: -27

smiles: Cc1cc(N2CCOCC2)n2nc(C)c(-c3ccccc3Cl)c2n1
  A: -12	B: 4	C: -17	D: -3	E: -2	F: -11	G: 10	H: -1	I: 19	J: 0	K: -8

smiles: O=C(C1CN(C(=O)c2cc3ccccc3o2)c2ccccc2O1)N1CCCCC1 (stereo not given)
  A: 0	B: -6	C: 3	D: 6	E: -9	F: -1	G: 12	H: 13	I: 13	J: -13	K: 0

smiles: CCOc1ccc(N(CC(=O)NC2CC3CCC2C3)S(=O)(=O)c2ccc(C)cc2)cc1 (stereo not given)
  A: 2	B: 3	C: -13	D: 5	E: -7	F: -5	G: 3	H: -9	I: 2	J: 4	K: -1

smiles: O=C(Nc1cccc(C(F)(F)F)c1)c1ccc2nc(N3C(=O)CCC3=O)sc2c1
  A: 6	B: 1	C: 5	D: 10	E: -7	F: -2	G: -9	H: 6	I: 3	J: -5	K: 1

smiles: COc1ccccc1NC(=S)N1CCC(c2nc3ccccc3o2)CC1
  A: -1	B: 1	C: 1	D: 0	E: 3	F: -8	G: 29	H: -6	I: 0	J: 12	K: 5

smiles: COc1ccccc1-c1ccc(SCc2ccccc2F)nn1
  A: -1	B: 6	C: -41	D: -12	E: 8	F: 7	G: -20	H: -40	I: -49	J: -40	K: -33

smiles: Cc1cc(C)n(CC(=O)NNC(=O)c2cccc(C(F)(F)F)c2)n1
  A: -1	B: -4	C: -10	D: -10	E: -7	F: -3	G: 0	H: 18	I: 8	J: 7	K: -12

smiles: OCc1nc2ccccc2n1CC(O)Cn1ccc2ccccc21 (stereo not given)
  A: -3	B: 7	C: 24	D: 16	E: 3	F: -2	G: 22	H: 4	I: 13	J: -11	K: 11

smiles: CCOc1cc(/C=N/NC(=O)c2ccncc2)ccc1OC(=O)c1ccco1
  A: 13	B: 6	C: 21	D: 20	E: 0	F: 3	G: -2	H: -31	I: 28	J: 16	K: 4

smiles: COc1ccc(NC(=O)c2cc(C3CCCCN3C(=O)c3cccs3)on2)c(C)c1 (stereo not given)
  A: 1	B: 2	C: 12	D: -12	E: x	F: -14	G: 0	H: -3	I: 9	J: 6	K: -5

smiles: COc1ccc(C(=O)OCC(=O)C(C)(C)C)cc1S(=O)(=O)N(C)CCc1cccnc1
  A: 4	B: -5	C: -20	D: 7	E: -5	F: -1	G: 23	H: -6	I: 16	J: 1	K: 0

smiles: CCOC(=O)c1ccc(NC(=O)c2ncn3c2C(=O)NC[C@@H]3C)cc1
  A: -4	B: -9	C: -57	D: -1	E: 9	F: 0	G: -9	H: 0	I: 10	J: 4	K: -5

smiles: Cc1cc2c(cc1C)/C(=C\C(N)=O)NC(C)(C)C2
  A: -2	B: -1	C: -4	D: 19	E: -7	F: -4	G: 14	H: -40	I: 0	J: 10	K: 17

smiles: COc1cc2c(cc1OC)/C(=C/C#N)NC(C)(C)C2
  A: -5	B: 3	C: -14	D: 12	E: 5	F: -4	G: -17	H: -2	I: 30	J: -9	K: 13

smiles: Cc1cc(Cl)ccc1NC(=S)N1CCN(C(=O)C2CCCO2)CC1 (stereo not given)
  A: 0	B: -6	C: -22	D: -6	E: -7	F: -3	G: -6	H: -12	I: 8	J: 9	K: 19

smiles: CS(=O)(=O)N1CCC(Oc2ccccc2C(=O)N2CCN(CC3CC3)CC2)CC1
  A: 7	B: -1	C: 10	D: 20	E: -5	F: 7	G: -2	H: 3	I: -13	J: -4	K: 17

smiles: Cc1ccc(/C=N/N2C(=O)c3ccccc3NC2c2ccc(C)cc2)cc1 (stereo not given)
  A: 2	B: 4	C: -8	D: -31	E: 6	F: 5	G: -35	H: -30	I: -92	J: -101	K: -47

smiles: CS(=O)(=O)N(CC(=O)NCCSCc1c(F)cccc1Cl)c1cccc([N+](=O)[O-])c1
  A: -2	B: 6	C: -18	D: 20	E: -5	F: -2	G: -5	H: -23	I: 4	J: 11	K: -11

smiles: O=C(Cc1cccc(NC(=O)C2CCCN(C(=O)c3ccccc3)C2)c1)Nc1ccc(C(=O)N2CCCCC2)cc1 (stereo not given)
  A: -7	B: 2	C: -22	D: -5	E: 1	F: -13	G: -2	H: -13	I: -6	J: -1	K: -13

smiles: CCCC(=O)OCC(=O)NC1CCCc2ccccc21 (stereo not given)
  A: 0	B: -3	C: -5	D: 2	E: 1	F: -8	G: 4	H: -19	I: -2	J: -20	K: -12

smiles: Clc1ccc(/C=N/Nc2nnc(-c3ncc[nH]3)c3ccccc23)cc1
  A: -4	B: 0	C: 32	D: -31	E: 2	F: 3	G: -26	H: -37	I: 4	J: -61	K: -9

smiles: O=C(NCCc1ccccc1)C1c2ccccc2C(=O)N1C1CC1 (stereo not given)
  A: 2	B: 3	C: 1	D: 6	E: 11	F: -7	G: 4	H: -10	I: 10	J: -11	K: 0

smiles: CCCc1nc(SCc2ccccn2)c2c(=O)n(C)c(=O)n(C)c2n1
  A: -2	B: 2	C: 3	D: -6	E: 2	F: -1	G: 19	H: 10	I: -26	J: 1	K: 0

smiles: C[C@H](CO)N1C[C@H](C)[C@@H](CN(C)S(=O)(=O)c2ccc(F)cc2)Oc2ccc(NS(=O)(=O)c3ccc(F)cc3)cc2C1=O
  A: -17	B: -3	C: -23	D: 0	E: -1	F: -2	G: 3	H: -25	I: 3	J: -2	K: -21

smiles: O=[N+]([O-])c1ccc(-c2ccc(/C=N/Nc3nc(N4CCCCC4)nc(N4CCCCC4)n3)o2)cc1
  A: -3	B: 3	C: 14	D: -2	E: x	F: 4	G: 17	H: -15	I: 6	J: 8	K: 12

smiles: Cc1ccc(S(=O)(=O)c2c(C(=O)c3ccccc3)cnc3cc4c(cc23)OCCO4)cc1
  A: -5	B: -1	C: 45	D: 2	E: 2	F: -11	G: -7	H: 7	I: -17	J: -4	K: -24

smiles: O=C1CSC(c2ccccc2[N+](=O)[O-])N1c1ccccc1 (stereo not given)
  A: -3	B: -5	C: 1	D: -2	E: -1	F: -10	G: -4	H: -46	I: -17	J: -10	K: -5

smiles: CCN(CC)C(=O)c1ccc2c(c1)N(Cc1ccccc1)C(=O)CS2=O (stereo not given)
  A: -4	B: 0	C: -3	D: 10	E: -2	F: -5	G: 10	H: 3	I: 1	J: -5	K: 40

smiles: Cn1nc(-c2ccc(Cl)cc2)c2cc(C(=O)N3CCN(c4ccccn4)CC3)sc21
  A: 2	B: -3	C: 79*	D: 0	E: -9	F: 4	G: x	H: x	I: 24	J: 9	K: 52*

smiles: Cc1cccc2nc(-c3ccccc3)nc(N[C@@H](CO)c3ccccc3)c12
  A: 46	B: 7	C: -15	D: 18	E: 2	F: 12	G: -14	H: -4	I: 4	J: 2	K: 7

smiles: C/C(=N/Oc1nc(C)cc(C)n1)c1ccc(Cl)cc1Cl
  A: -7	B: 1	C: -13	D: 0	E: -1	F: -1	G: 9	H: 14	I: -12	J: 3	K: 9

smiles: COc1ccc(/C=C/C(=O)c2cc3c(cc2N)OCO3)cc1
  A: 1	B: -2	C: -34	D: -46	E: -3	F: 4	G: -50	H: -34	I: -66	J: -113	K: -62

smiles: O=Cc1cc([N+](=O)[O-])ccc1N1CCN(Cc2ccc3c(c2)OCO3)CC1
  A: 29	B: 4	C: -9	D: -6	E: 0	F: -7	G: 28	H: -12	I: -6	J: -13	K: 31

smiles: CCOC(=O)Cc1csc(NC(=S)NC(=O)c2ccccc2)n1
  A: 2	B: -6	C: -20	D: 4	E: 10	F: 9	G: 4	H: -14	I: 0	J: -14	K: 10

smiles: CCCCCn1c(=S)[nH]c2cc(C(=O)N3CCCC3)ccc2c1=O
  A: 0	B: -5	C: 0	D: -2	E: 6	F: -7	G: 14	H: 4	I: 1	J: -19	K: -8

smiles: Cc1ccc(SC(C)C(=O)Nc2cccnc2)cc1 (stereo not given)
  A: -4	B: 0	C: -13	D: -3	E: -3	F: 3	G: 15	H: 7	I: 10	J: -3	K: -2

smiles: Cn1c(=O)c2c(nc(SCC(=O)NC3CCCC3)n2C)n(C)c1=O
  A: u	B: 1	C: 44	D: 0	E: -1	F: 8	G: -15	H: 12	I: -1	J: -11	K: -4

smiles: Cc1nc2c(ncn2-c2ccccc2)c(=O)n1NC(=O)CN1CCCCC1
  A: 7	B: 5	C: -6	D: 15	E: 10	F: -8	G: 3	H: -11	I: 3	J: 3	K: -4

smiles: Cc1cnc(C(=O)N2CCc3c([nH]c4ccccc34)C2c2ccc(F)cc2)cn1 (stereo not given)
  A: -1	B: 1	C: -17	D: 16	E: -8	F: 5	G: 18	H: 7	I: -16	J: -20	K: -10

smiles: Clc1ccc(CSc2snnc2-c2ccccc2)c(Cl)c1
  A: 7	B: -12	C: -3	D: -25	E: 7	F: -6	G: -12	H: -33	I: -20	J: -22	K: -43

The list is partial. The share of hits here may be higher or lower than overall.
